Source: PubChem
RNase H inhibition: RNase H inhibition, HIV 1 Gag Pol polyprotein, FRET biochemical assay, screening (AID 372). one-dose inhibition, % at 10 µM; IC50 in µM for titrated hits. actives 0.77% (n = 100,000). HIV-1 RT RNase H, FRET RNA/DNA substrate fluorescence; higher % means a stronger effect; in the data active means inhibition above about 50%
* = called active by the depositor.

SMILES | RNase H inhibition
COc1ccc(N2C(=O)NC(=O)/C(=C/c3ccc(-c4ccc([N+](=O)[O-])cc4Cl)o3)C2=O)cc1 | 4%
Cc1ccsc1C=Nc1c(C)n(C)n(-c2ccccc2)c1=O | 0%
O=C(CCC1CCCC1)Nc1ccc(Br)cn1 | 9%
O=[N+]([O-])c1ccc(OCc2ccccc2)cc1 | 7%
O=C(/C=C/c1ccco1)OCC(=O)c1cccc([N+](=O)[O-])c1 | 36%
CC(Oc1ccc(Cl)cc1Cl)C(=O)NC1CC(C)(C)NC(C)(C)C1 (stereo not given) | 11%
OC(c1ccccc1Cl)c1nc2ccccc2n1Cc1ccccc1Br (stereo not given) | 0%
CCOC(=O)Cn1c(-c2nonc2N)nc2ccccc21 | 7%
NC(=O)c1cccc(NC(=O)/C=C/C(=O)O)c1 | 4%
CCOc1ccc(C2=C/C(=C/c3ccc(C)o3)C(=O)O2)cc1 | 12%
Cc1ccc(C(=O)NCc2ccco2)cc1 | 0%
CCc1ccc2oc(-c3ccc(C)c(NC(=O)COc4ccc(Cl)cc4)c3)nc2c1 | 52%*
COc1ccc(C(=O)C[n+]2ccc3c(c2)ncn3C)cc1 | 0%
Cc1cccc(Nc2nc3ccc([N+](=O)[O-])cc3nc2Nc2cccc(C)c2C)c1C | 27%
Cc1cccc(N2C(=O)S/C(=C\c3cccc(Br)c3)C2=O)c1 | 8%
Cc1nc2n(CCN3CCCCC3)c3ccccc3n2n1 | 12%
CC1=CC(C)(C)Nc2ccc(OC(=O)CN3C(=O)c4cccc([N+](=O)[O-])c4C3=O)cc21 | 15%
CCN(CC)C(=S)SCC(=O)N1CCc2ccccc2C1 | 19%
O=C(Nc1ccc(N2CCCCC2)c(Cl)c1)c1ccc([N+](=O)[O-])cc1Cl | 15%
COc1ccccc1/C=C/CN1CCCCC1 | 0%
O=C(CCN1C(=O)/C(=C/c2cccc(Br)c2)SC1=S)NC1CCCCC1 | 0%
Cc1ccccc1C(=O)Nc1cccc(NC(=O)c2cccc(Cl)c2)c1 | 16%
CCN(Cc1ccccc1)C(=O)c1cccc(C(=O)N(CC)Cc2ccccc2)c1 | 18%
Cc1occc1-c1nc(-c2ccccc2)no1 | 19%
COc1ccc(-c2cc(C(F)(F)F)n3nc(C(=O)NCc4ccco4)cc3n2)cc1OC | 4%

Among those listed so far, four contain an aryl methoxy group:
SMILES | RNase H inhibition
COc1ccc(N2C(=O)NC(=O)/C(=C/c3ccc(-c4ccc([N+](=O)[O-])cc4Cl)o3)C2=O)cc1 | 4%
COc1ccc(C(=O)C[n+]2ccc3c(c2)ncn3C)cc1 | 0%
COc1ccccc1/C=C/CN1CCCCC1 | 0%
COc1ccc(-c2cc(C(F)(F)F)n3nc(C(=O)NCc4ccco4)cc3n2)cc1OC | 4%

The main list resumes with the 6 entries that preceded the break.
SMILES | RNase H inhibition
COc1ccccc1/C=C/CN1CCCCC1 | 0%
O=C(CCN1C(=O)/C(=C/c2cccc(Br)c2)SC1=S)NC1CCCCC1 | 0%
Cc1ccccc1C(=O)Nc1cccc(NC(=O)c2cccc(Cl)c2)c1 | 16%
CCN(Cc1ccccc1)C(=O)c1cccc(C(=O)N(CC)Cc2ccccc2)c1 | 18%
Cc1occc1-c1nc(-c2ccccc2)no1 | 19%
COc1ccc(-c2cc(C(F)(F)F)n3nc(C(=O)NCc4ccco4)cc3n2)cc1OC | 4%
Cc1ccc(N=Cc2cc([N+](=O)[O-])ccc2O)cc1C | 0%
Oc1[nH]c2ccccc2c1C=NC1CC1 | 6%
O=C(N/N=C/c1ccccc1OCc1ccccc1)c1ccccc1O | 20%
O=C(Nc1ccc(F)c(Cl)c1)c1cc([N+](=O)[O-])ccc1Cl | 0%
CCNC(=O)C(=O)Nc1ccccc1OC | 23%
O=C(CCc1ccccc1)OCC(=O)c1ccc([N+](=O)[O-])cc1 | 2%
Cc1cc(C)cc(OCCCCCCNCCO)c1 | 3%
CCOC(=O)C1=C(C)N(C)C(=O)NC1c1ccc2c(c1)OCO2 (stereo not given) | 7%
COC(=O)C1=CN(CCc2ccccc2)C=C(C(=O)OC)C1c1ccc(Cl)cc1 | 22%
COc1ccc(C(NS(=O)(=O)c2ccc3ccccc3c2)c2ccccc2)cc1 (stereo not given) | 35%
COc1ccc(C2CC(=O)C(C=Nc3ccc(C)c(C)c3)=C(O)C2)cc1 (stereo not given) | 24%
O=C(c1ccc(CN2CCOCC2)cc1)N1CCCC1 | 4%
CCCOc1ncnc2sc3c(c12)CCCC3 | 12%
O=C1C2ON(c3ccccc3)C(c3cccc([N+](=O)[O-])c3)C2C(=O)N1Cc1ccccc1 (stereo not given) | 9%
Cc1cc(OCC(=O)Nc2cccc(Cl)c2Cl)ccc1Cl | 15%
Nc1nonc1C(=O)NCCNC(=O)CCc1ccccc1 | 1%
Cc1c(NC(=O)Nc2cccc(Cl)c2)c(=O)n(-c2ccccc2)n1C | 7%
CCCCOc1ccc(C(=O)NC(=S)Nc2cccc(OC)c2)cc1 | 23%
O=C1C/C(=C/NCCc2ccc(O)cc2)C(=O)N1 | 0%
CCOC(=O)C1=C(C)N=c2s/c(=C\c3cc(Cl)c(O)c(OC)c3)c(=O)n2C1c1ccccc1 (stereo not given) | 15%
CCOC(=O)C1=C(C)N=c2s/c(=C\c3ccc(-c4cccc([N+](=O)[O-])c4)o3)c(=O)n2C1c1ccc(C)cc1 (stereo not given) | 19%
Cc1cccc(C(=O)N2CCN(c3ccccc3)CC2)c1 | 11%
COc1ccccc1N1CCN(Cc2cc(Br)cs2)CC1 | 14%
COc1cccc(N2C(=O)CC(N3CCC(C)CC3)C2=O)c1 (stereo not given) | 13%
O=C(NC(=S)Nc1nc(-c2cccc([N+](=O)[O-])c2)cs1)c1ccccc1Br | 35%

4 of these compounds in another layout:
compound: O=C(N/N=C/c1ccccc1OCc1ccccc1)c1ccccc1O
  RNase H inhibition: 20%
compound: O=C(Nc1ccc(F)c(Cl)c1)c1cc([N+](=O)[O-])ccc1Cl
  RNase H inhibition: 0%
compound: CCNC(=O)C(=O)Nc1ccccc1OC
  RNase H inhibition: 23%
compound: O=C(CCc1ccccc1)OCC(=O)c1ccc([N+](=O)[O-])cc1
  RNase H inhibition: 2%

2 records drawn at random from the list so far, as already listed:
SMILES | RNase H inhibition
COc1ccccc1N1CCN(Cc2cc(Br)cs2)CC1 | 14%
O=C(CCN1C(=O)/C(=C/c2cccc(Br)c2)SC1=S)NC1CCCCC1 | 0%

Further results.
SMILES | RNase H inhibition
COc1ccc(C(=O)CSc2nc3cc(C)c(C)cc3[nH]2)cc1 | 4%
O=C(/C=C\Nc1ccccn1)c1ccccc1 | 17%
COc1ccc(CN2CCN(CC(O)Cn3c4ccccc4c4ccccc43)CC2)cc1 (stereo not given) | 14%
Nc1sc2c(c1C(=O)Nc1ccccc1)CCCC2 | 22%
O=C(CCNc1cccc(C(F)(F)F)c1)c1cccs1 | 4%
O=C(O/C(=C/c1nc2ccccc2n1CCOc1ccc(Br)cc1)c1ccc(Cl)cc1)c1ccc(Cl)cc1 | 17%
Cc1cccc(OCC(=O)NC2CCCCCC2)c1 | 9%
COc1cc(C2Nc3ccc4ccccc4c3C3=C2C(=O)CC(C)(C)C3)ccc1OCC#N (stereo not given) | 15%
COc1ccc(/C=C/C(=O)O)cc1S(=O)(=O)Nc1cccc(C(=O)O)c1 | 10%
COc1cc(N=Cc2c(O)n(-c3ccccc3F)c(=O)[nH]c2=O)cc(OC)c1 | 0%
Cc1ccc2cc(C3=C/C(=C/c4ccccc4Cl)C(=O)O3)ccc2c1 | 14%
N#CC(C#N)=Cc1ccc(-c2ccc3c(c2)C(=O)NC3=O)o1 | 8%
C/C(=N\N=C1\NC(=O)C(CC(=O)Nc2ccc(C)c(Cl)c2)S1)c1ccc(F)cc1 (stereo not given) | 17%
Cc1ccc2nc(-c3ccccc3C)oc(=O)c2c1 | 3%
Cc1cc(OCC(=O)Nc2ccc(N3CCOCC3)c(Cl)c2)cc(C)c1Cl | 8%
COc1cc2ccccc2cc1C(=O)Nc1ccc2c(c1)C(=O)N(C)C2=O | 10%
CC(=O)Nc1ccccc1NC(=O)c1ccc(C)cc1Cl | 5%
CC(C)(C)C(=O)NC(=S)N1CCOCC1 | 0%
O=C(CN(c1cccc(Cl)c1)S(=O)(=O)c1ccccc1)NN=C1CCCCCCC1 | 6%
COc1ccc(C(=O)NCc2ccccc2)cc1Br | 5%
CCCCCCCCc1nnc(NC(C)=O)s1 | 0%
O=C1CC(C2CCCO2)C(=O)N1c1cccc(Cl)c1 (stereo not given) | 0%
N#C/C(=C\c1ccc(-c2ccc(C(=O)O)cc2)o1)C(=O)NCC1CCCO1 (stereo not given) | 13%
CC(=O)N1CCN(c2ccc(NC(=O)c3cc(Br)ccc3Cl)cc2)CC1 | 8%
COc1nccnc1NS(=O)(=O)c1ccc(N)cc1 | 2%
SMILES | RNase H inhibition
CCOC(=O)C1=C(C)N=c2s/c(=C/c3cc(C)n(C)c3C)c(=O)n2C1c1cc(OC)ccc1OC (stereo not given) | 17%
c1csc(CNc2ccc(N3CCOCC3)cc2)c1 | 10%
COc1ccc(C2CC(=O)C3=C(C2)Nc2ccccc2NC3c2ccccc2Cl)cc1 (stereo not given) | 19%
O=C(O)c1ccc(-n2c(-c3ccccc3)nc3ccccc3c2=O)cc1 | 3%
COc1ccc(N(CC(=O)NC(C)c2ccccc2)S(=O)(=O)c2ccccc2)cc1 (stereo not given) | 10%
CCOC1C(C2COC3(CCCCC3)O2)OC2OC3(CCCCC3)OC21 (stereo not given) | 4%
COc1cccc(N2C(=O)C(=O)/C(=C(\O)c3ccccc3)C2c2ccccc2)c1 (stereo not given) | 19%
CCOc1cc(C2CC(=O)Nc3c2ccc2ccccc32)ccc1O (stereo not given) | 21%
O=[N+]([O-])c1ccc(O)c(C=Nc2ccc3ccccc3c2)c1 | 18%
Cc1c(C(=O)O)cccc1-n1c(C)cc(/C=C2/SC(=S)NC2=O)c1C | 16%
CC(=O)Oc1ccc(/C=c2/sc3nc4c(C)c(C)ccc4n3c2=O)cc1 | 0%
O=C(COc1ccc(Cl)cc1)NC1CCS(=O)(=O)C1 (stereo not given) | 9%
C=CCN1C(=O)/C(=C\C(C)=C\c2ccccc2)SC1=S | 7%
COc1ccc(C2/C(=C(\O)c3ccc(Br)cc3)C(=O)C(=O)N2C)cc1OC (stereo not given) | 4%
CCOc1ccccc1C(=O)Nc1nc(-c2ccc(Cl)cc2)cs1 | 16%
COc1ccc(C2/C(=C(\O)c3ccccc3)C(=O)C(=O)N2c2ccccn2)cc1 (stereo not given) | 0%
NC(=O)c1c(NC(=O)COc2ccc(Cl)cc2Cl)sc2c1CCCCCC2 | 11%
Cc1ccc(NC(=O)CSCc2ccccc2C)cc1Cl | 19%
Cc1c(C(=O)Nc2cccc(C(F)(F)F)c2)cccc1[N+](=O)[O-] | 0%
O=C(/C=C/c1ccco1)NCc1ccc(Cl)cc1 | 8%
O=C(Nc1cccc(-c2nc3cc(Cl)ccc3o2)c1)c1ccc2c(c1)OCCO2 | 9%
COc1ccccc1CNC(=O)C(=O)Nc1cc(C)ccc1C | 12%
Cc1cccc(-c2nc3cc(NC(=O)COc4ccc([N+](=O)[O-])cc4)ccc3o2)c1 | 23%
CCCN(CCC)c1nc(N)nc(N(CCC)CCC)n1 | 12%
O=C(COc1ccccc1)N1CCN(C(=O)c2ccc(F)cc2)CC1 | 19%
SMILES | RNase H inhibition
CCOC(=O)C1=C(C)NC2=C(C(=O)c3ccccc32)C1c1ccccc1[N+](=O)[O-] (stereo not given) | 12%
CCN(CC)C(=S)SCCC(=O)NC(=O)Nc1ccc(I)cc1C | 15%
COc1ccc(C(=O)N2CCN(Cc3ccc(C)cc3)CC2)cc1OC | 4%
COc1ccc(N=C2NC(=O)/C(=C/c3ccc(N(C)C)cc3)S2)cc1 | 29%
O=C(Nc1ccc(F)c([N+](=O)[O-])c1)c1ccc2c(c1)OCCO2 | 6%
Oc1c(C(Nc2ccccn2)c2ccc(Br)cc2)ccc2cccnc12 (stereo not given) | 11%
CC(C)CC(=O)N1CCN(C(=O)c2ccc(-c3ccccc3)cc2)CC1 | 0%
COc1ccc(C)cc1N(CC(=O)Nc1ccccc1F)S(C)(=O)=O | 10%
CCn1c(/C=N/n2cnnc2)nc2ccccc21 | 4%
CCOC(=O)C1=C(C)NC(=O)CC1c1cc2c(cc1Br)OCO2 (stereo not given) | 0%
COc1ccc(/C(O)=C2/C(=O)C(=O)N(CCCCCC(=O)O)C2c2ccc3c(c2)OCO3)cc1 (stereo not given) | 0%
Cc1ccc2nc(NC(=O)C(Cc3c[nH]c4ccccc34)NC(=O)Oc3ccccc3)sc2c1 (stereo not given) | 11%
O=C(Nc1ccccc1)c1ccccc1OCC(O)CN1C(=O)c2ccccc2S1(=O)=O (stereo not given) | 7%
CC(NC(=O)c1cnn(-c2ccccc2)c1NC(=O)c1ccccc1)c1ccccc1 (stereo not given) | 4%
CC(C)c1ccc(CNC(=O)CSCC(=O)Nc2ccccc2)cc1 | 0%
CCCCCC1CCC(O)(C2(O)CCC(CCCCC)CC2)CC1 (stereo not given) | 16%
COc1ccc(C2=C/C(=C/c3ccc(C)o3)C(=O)O2)c(OC)c1 | 11%
O=C1NC(=S)N/C1=C/c1ccc(-c2cc(C(=O)O)ccc2Cl)o1 | 8%
CCOc1ccccc1NC(=O)c1c(Cl)cccc1Cl | 2%
O=C1Nc2ccccc2NC1C1OC(c2ccccc2)=CC1=O (stereo not given) | 0%
COc1cc2nc(-c3ccc(OC(C)=O)cc3)oc(=O)c2cc1OC | 0%
Cc1cc([N+](=O)[O-])ccc1-c1ccc(/C=C(\C#N)C(=O)Nc2ccc(Cl)cc2)o1 | 9%
O=C(NNC(=O)c1ccc([N+](=O)[O-])o1)c1ccccc1 | 11%
O=c1cc(-c2ccccc2)nc(N2CCCCC2)o1 | 12%
Cc1ccsc1/C=C1\SC(=S)N(C2CCS(=O)(=O)C2)C1=O (stereo not given) | 2%
Cc1ccc(C(C)(C)C)c(OCC(=O)Nc2cccc(Cl)c2)c1 | 23%

This is a subset. The share of hits here may be higher or lower than overall.
